PG9 binder – PG9 antibody binding by small molecule | TR-FRET gp120-PG9 antibody binding | inhibition, % at 6.7 µM | 360,000 tested, 0.43% active; in the data active means inhibition above about 8.5%
GC-A act – GC-A (human) enzyme activation. AID 1671463. HEK293 GC-A cells, cGMP TR-FRET, EC30 ANP; 0% at EC30 ANP, 100% saturating ANP. P16066. activation, % at 10 µM. 370,000 tested, 0.14% active; in the data active means activation above about 40%
NPR2 activator – GC-B (human) receptor activation. P20594. HEK293-GC-B cells, CNP EC30, cGMP TR-FRET; 0% at EC30 CNP, 100% saturating CNP. activation, % at 10 µM. 370,000 tested, 0.11% active;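 active means activation at 10 µM reaching about 35% in either raw or pattern-adjusted values, limit read from the data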
rCAG binder – binds r(CAG) RNA repeats | r(CAG) RNA repeat, TO-PRO-1 dye displacement fluorescence | inhibition, % at 3 µM | 370,000 tested, 1.3% active;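 active means inhibition above the plate cutoff, the mean of all test compounds on that plate plus 3 SD, cut at about 35% in these data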;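 further: 0% = DMSO alone and 100% = 100 µM mitoxantrone as full dye displacement; higher means more dye released from RNA so lower well fluorescence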
HTRA1 inh – blocks human HTRA1 serine peptidase; Q92743; recombinant HTRA1, FP-rhodamine activity-based probe, fluorescence polarization; 340,000 tested, 0.5% active; inhibition, % at 5.96 µM; in the data active means inhibition above about 36%;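 further: 0% = enzyme with DMSO and 100% = wells lacking enzyme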
Target sequence (Q92743 whole entry, looked up): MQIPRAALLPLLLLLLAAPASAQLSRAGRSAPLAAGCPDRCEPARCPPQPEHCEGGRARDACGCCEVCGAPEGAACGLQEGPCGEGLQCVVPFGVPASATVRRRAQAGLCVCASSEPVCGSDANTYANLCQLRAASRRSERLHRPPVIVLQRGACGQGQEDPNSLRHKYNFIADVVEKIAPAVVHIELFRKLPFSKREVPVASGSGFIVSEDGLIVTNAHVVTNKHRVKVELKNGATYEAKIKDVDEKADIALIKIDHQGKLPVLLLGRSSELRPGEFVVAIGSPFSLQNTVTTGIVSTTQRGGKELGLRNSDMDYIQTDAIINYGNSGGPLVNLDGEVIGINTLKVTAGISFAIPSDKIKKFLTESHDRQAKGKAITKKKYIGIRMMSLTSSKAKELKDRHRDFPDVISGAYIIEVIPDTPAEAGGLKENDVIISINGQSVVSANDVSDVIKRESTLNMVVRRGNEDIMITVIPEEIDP
Rev-erbA mod – modulators of human Rev-erb alpha DNA binding | P20393 | Rev-erbα–FITC-DNA binding, fluorescence polarization, 90 min | activity, % at 10 µM | 370,000 tested, 0.79% active | AID 1259318;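 active means activity above about 14%, limit read from the data; passing the limit was not always enough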;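 further: 0% = DMSO wells with 35 nM protein and 100% = DMSO wells with 750 nM protein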
SMARCA2 act – activators of SMARCA2 function. MG213 cells, MMTV-luciferase reporter, dexamethasone, overnight. activation, % at 9.1 µM. AID 652017. 370,000 tested, 1% active; in the data active means activation above about 7.8%;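 further: 0% = vehicle wells and 100% = reference activator wells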
ARFGAP1 inhibitor – rat ARFGAP1 inhibition | Q62848 | Arfgap1-stimulated ARF1 GTP hydrolysis, GDP FP detection | inhibition, % at 16.5 µM | 360,000 tested, 0.26% active;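 active means inhibition above a per-plate limit, mean inhibition of low control wells plus 3 SD, cut at about 25% in these data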;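 further: 0% = DMSO wells with enzyme and 100% = wells lacking Arfgap1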
Target sequence (Q62848 1-136 limits assumed): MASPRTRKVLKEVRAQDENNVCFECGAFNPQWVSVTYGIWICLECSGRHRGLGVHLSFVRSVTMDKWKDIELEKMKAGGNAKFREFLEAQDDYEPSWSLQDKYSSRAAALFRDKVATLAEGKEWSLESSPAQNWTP
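material = rat Arfgap1 catalytic domain, aa 1-136 | also added = human ARF1(Δ1-17)-GTP substrate | compound dosing = one concentration, 16.5 µM, DMSO 1.26% | times = GTP hydrolysis reaction 2 h at 25 °C | measured by = FP, GDP Alexa 633 tracer displaced from anti-GDP antibody, 620/688 nm | evaluation = percent inhibition of Arfgap1-stimulated GTP hydrolysis | replication = single well per compound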
mABHD4 FP – inhibits mouse alpha/beta hydrolase domain 4; Q8VD66; purified mABHD4, FP-Rh probe fluorescence polarization; inhibition, % at 8.92 µM; 370,000 tested, 0.54% active;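 active means inhibition exceeding the mean over every tested compound plus 3 SD, cut at about 30% in these data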;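 further: 0% = plate median of compound wells and 100% = S159A mutant with DMSO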
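Assay system: mABHD4 protein; medium: HEPES pH 7.0, NaCl, Pluronic buffer; dosing: 8.92 µM, single dose; schedule: 45 min + 60 min at 25 °C; signal: FP readout, ex 525 nm / em 598 nm; read-out: normalized percent inhibition of probe labeling; repeats: single replicate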
ASAP1 inh – ASAP1 ArfGAP inhibition; ASAP1-stimulated ARF1 GTP hydrolysis, GDP FP detection; inhibition, % at 16.5 µM; 360,000 tested, 0.19% active; in the data active means inhibition above about 25%;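 further: 0% = vehicle with enzyme and substrate and 100% = no enzyme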
Target sequence (Q9ULH1 325-724 limits assumed): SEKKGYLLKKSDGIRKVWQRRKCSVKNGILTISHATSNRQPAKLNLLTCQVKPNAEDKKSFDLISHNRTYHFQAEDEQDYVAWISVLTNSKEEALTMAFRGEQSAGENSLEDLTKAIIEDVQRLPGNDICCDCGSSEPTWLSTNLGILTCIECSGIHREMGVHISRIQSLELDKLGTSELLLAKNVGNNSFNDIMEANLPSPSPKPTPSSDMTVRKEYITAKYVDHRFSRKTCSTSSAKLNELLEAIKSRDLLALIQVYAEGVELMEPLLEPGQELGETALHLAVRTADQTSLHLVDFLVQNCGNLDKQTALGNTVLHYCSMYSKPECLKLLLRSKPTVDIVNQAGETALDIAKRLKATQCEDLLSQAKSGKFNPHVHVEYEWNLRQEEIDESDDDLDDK
Starred values were filed as active, the others as inactive; . = not tested or not shown.

SMILES	PG9 binder	GC-A act	NPR2 activator	rCAG binder	HTRA1 inh	Rev-erbA mod	SMARCA2 act	ARFGAP1 inhibitor	mABHD4 FP	ASAP1 inh
CSc1ccc(CN(C)C(=O)c2ccc(S(=O)(=O)Nc3ccccc3)cc2)cc1	-2.8	-1	-4	4	-15	8	-3	8	-16	-7
COC(=O)C1CN(Cc2cn(CCC3OCCO3)nn2)CCS(=O)(=O)N1Cc1ccc(F)cc1 (configuration not stated)	.	3	10	0	.	0	-3	.	1	.
Cc1ccc(NS(=O)(=O)c2ccc(Cl)s2)nc1	-1.1	0	5	3	-5	7	-1	4	0	12
COc1ccc(CN2CCNC(=O)C2CC(=O)N(Cc2nccn2C)C(C)C)c(OC)c1 (configuration not stated)	-1.3	-1	5	-6	12	-4	-4	8	-5	-3
Cc1c(Cc2ccccc2)c(=O)oc2cc(O)ccc12	0.8	8	-2	4	-8	-11	-3	8	-12	2
CC/C(Cc1ccccc1)=N\NC(=O)c1cc(C)oc1C	-1.9	-8	-2	-3	0	1	3	-3	0	2
CCOCCn1c(SCc2cccc(C)c2)nc2c1c(=O)[nH]c(=O)n2C	0.3	-4	1	0	0	4	0	4	3	15
Cc1c(C#N)c2ccccc2n1CC(=O)NC(C)c1ccccc1 (configuration not stated)	-0.9	2	-1	0	-8	0	-2	-2	-2	-12
CN(C(=O)C1CCN(S(=O)(=O)c2ccccc2[N+](=O)[O-])CC1)C1CCCCC1	-0.9	-3	5	3	5	-4	4	11	3	13
O=S(=O)(c1ccc(Br)cc1)c1nc(-c2ccco2)oc1NCC1CCCO1 (configuration not stated)	-0.7	3	1	-3	7	2	1	6	-4	7
COc1ccc(/C=N/NC(=O)CCn2c3ccccc3c3ccccc32)cc1OC	-3.2	-7	0	2	-3	2	2	6	7	-2
c1ccc(CSc2ncnc3sccc23)cc1	-3.1	0	-2	-2	-13	6	3	-8	-1	7

3 compounds already listed, arranged by molar mass, ascending.
SMILES	PG9 binder	GC-A act	NPR2 activator	rCAG binder	HTRA1 inh	Rev-erbA mod	SMARCA2 act	ARFGAP1 inhibitor	mABHD4 FP	ASAP1 inh
CCOCCn1c(SCc2cccc(C)c2)nc2c1c(=O)[nH]c(=O)n2C	0.3	-4	1	0	0	4	0	4	3	15
COc1ccc(/C=N/NC(=O)CCn2c3ccccc3c3ccccc32)cc1OC	-3.2	-7	0	2	-3	2	2	6	7	-2
CSc1ccc(CN(C)C(=O)c2ccc(S(=O)(=O)Nc3ccccc3)cc2)cc1	-2.8	-1	-4	4	-15	8	-3	8	-16	-7

Other compounds follow:
SMILES	PG9 binder	GC-A act	NPR2 activator	rCAG binder	HTRA1 inh	Rev-erbA mod	SMARCA2 act	ARFGAP1 inhibitor	mABHD4 FP	ASAP1 inh
Cn1c(C(=O)NCc2ccco2)cc2c(=O)[nH]c3ccccc3c21	1.5	5	3	4	1	6	1	7	4	3
CCOC(=O)CN1N=C(/C=C/c2ccc(C(C)C)cc2)CCC1=O	-1.1	2	-1	-11	-5	1	8	5	-6	-4
CCOC(=O)C1(Cc2cccc(OC)c2)CCCN(C(=O)c2ccccc2C)C1 (configuration not stated)	-0.8	-7	-3	-9	-8	4	2	17	-8	11
COc1ccc(NC(=O)COC(=O)c2ccc(-n3cnnn3)cc2)c([N+](=O)[O-])c1	-0.3	-4	-13	6	1	-8	-1	2	5	13
Cc1cc(C)nc(N/N=C/c2cccc(Cl)c2)n1	1.5	4	3	0	4	6	2	1	8	0
O=C(NC1CCCCC1)C(c1c(F)cccc1Cl)N(C(=O)c1csnn1)C1CC1 (configuration not stated)	-2.0	-8	-3	-7	-4	-2	-1	-8	0	-3
COc1ccc(Nc2cc(C)nc(N)n2)cc1	-0.7	4	-3	0	2	-4	-2	-5	6	-8
CC(Sc1ccccc1)C(=O)NN=C1CCCC1 (configuration not stated)	1.4	0	5	-1	-2	-1	0	-6	-6	-15
COc1cccc(C(=O)N(C)CC(=O)Nc2cccc3ccccc23)c1	-0.9	-3	1	2	6	-2	-1	3	-5	-12
CC12CCC(C(=O)N3CCCc4ccccc43)(CC1=O)C2(C)C (configuration not stated)	1.5	1	-2	-9	-1	9	-2	0	0	10
O=C1/C(=C/c2ccco2)CCC1C1CCCC1 (configuration not stated)	-1.0	-4	5	0	10	5	-1	8	5	0
Cc1ccccc1C(=O)NC(=S)N(C)CCc1ccccn1	0.0	-2	8	-3	3	1	0	3	2	11
CC1CC(C)CN(CCOc2ccc(Cl)cc2Cl)C1 (configuration not stated)	0.5	0	2	-10	-1	-1	1	7	12	5
COc1cc2c(cc1NC(C)=O)CCCC2	-2.4	1	-1	1	9	1	0	5	1	-15
C=CCSc1cc(C)nc2c(-c3ccccc3)cnn12	2.2	-2	-10	4	-7	9	8	10	-3	7
CCOC(=O)N1CCN(C(=O)c2ccc3c(Cl)c4c(nc3c2)CCCC4)CC1	-0.6	-1	-1	-8	-2	-6	1	4	3	1
CSc1nc(N)nc2c1ncn2CC(=O)NCc1ccc2c(c1)OCO2	-0.1	1	5	2	3	-3	-3	5	0	2
CN(C)c1ccc(/C=C/C(=O)c2ccccc2)cc1[N+](=O)[O-]	-1.5	-2	2	-1	1	5	9.3*	-2	-5	-9
O=C(O)c1ccc(-n2nnnc2Oc2ccccc2C(=O)N2CCOCC2)cc1	0.1	2	1	1	6	0	2	-5	2	0
COc1cc(/C=N/NC(=O)c2sc3ccccc3c2Cl)ccc1OC(=O)c1ccc([N+](=O)[O-])cc1	0.3	0	-3	0	-11	3	0	1	1	-1
Cc1ccc(C2c3c(-c4ccccc4O)n[nH]c3C(=O)N2Cc2ccncc2)cc1 (configuration not stated)	-0.5	-11	-25	0	-2	-5	-4	9	3	-2
Clc1ccc(-c2nsc(N3CCOCC3)n2)c(Cl)c1	-0.6	14	-5	-2	-1	-4	6	-8	-3	2
COc1ncc(-c2c(-c3ccccc3OC)sc3ccccc23)cn1	0.4	-5	-4	4	.	-12	-4	-5	-12	8
O=C(Nc1cnccn1)c1cccnc1	-1.1	6	1	2	-1	2	3	3	-1	2
Cc1cccc(C)c1N1CCN(c2cc(Cl)nc(N)n2)CC1	-0.8	-10	2	2	-4	-8	-1	-2	2	-7
CCOC(=O)c1c(NC(C)=O)sc2c1CCCNC2=O	-1.8	4	-3	1	-9	1	1	-4	-1	0
CC1CCCCN1C(=O)COC(=O)c1n[nH]c2ccccc12 (configuration not stated)	-0.1	0	8	-1	-6	-3	1	9	-11	-6
CN(C)C(=O)CC12CC3CC(C1)CC(CC(=O)N(C)C)(C3)C2	0.3	1	2	-1	3	7	0	6	3	-8
O=C(N/C(=C/c1cccc([N+](=O)[O-])c1)C(=O)N1CCOCC1)c1ccc(Br)cc1	1.8	-4	-1	-1	1	-2	-3	3	6	-2
NS(=O)(=O)c1ccc(NC(=S)NC(=O)/C=C/c2ccco2)cc1	-3.3	-4	1	40*	2	0	-2	-9	29	-9
O=C(Cc1cccs1)NCCc1ccc(F)cc1	3.4	5	-3	2	-4	-8	-2	-2	2	14
Cc1ccc(C(NC(=O)N2CCCCC2)=C(Cl)Cl)cc1F	0.3	4	3	-4	3	1	0	-9	7	3
Cc1nc2ccccc2c(=O)n1Cc1ccco1	-0.1	-2	2	-2	.	-1	-2	-3	-6	-3
CCOC(=O)c1cnc2c(ccc3ccccc32)c1NCCO	-0.5	14	-4	3	-31	-3	3	-4	-9	-11
CN(Cc1nc2ccccc2c(=O)[nH]1)CC(O)COCc1ccco1 (configuration not stated)	-0.7	0	-7	2	1	4	0	-2	-5	7
O=C(CCNS(=O)(=O)c1cccc(C(F)(F)F)c1)NC1CC1	0.0	3	2	0	5	7	2	-3	1	3
CC(=O)NC1C(=O)N=C(SCC(=O)Nc2cccc(Cl)c2)NC1=O (configuration not stated)	0.6	3	-4	2	4	-1	-1	-18	6	-4
COc1ccc(Nc2nc3cc(-c4sccc4C)sc3c(=O)n2C)cc1OC	-0.6	-3	-10	12	.	-5	9.3*	11	-4	8
O=C(Cc1cccs1)Nc1nnc(-c2ccc(F)cc2)s1	3.8	7	-8	2	-4	-2	3	6	-3	7
COc1cc(-c2noc(CCCC(=O)Nc3cccnc3)n2)cc(OC)c1OC	-1.3	-2	-1	-4	8	-2	-2	-2	1	-15
CC1Sc2ccc(S(=O)(=O)N3CCC(C(=O)Nc4cccc(Cl)c4)CC3)cc2NC1=O (configuration not stated)	-1.5	-38	-13	10	-35	0	-4	13	-26	7
Cc1ccc(S(=O)(=O)N2CCN(C(=O)COC(=O)c3ccccc3Cl)CC2)c(C)c1	0.6	-6	0	3	-13	8	-1	-5	-5	8
NC(=O)C(Cc1ccccc1)NS(=O)(=O)c1ccc(N2CCCC2=O)cc1 (configuration not stated)	1.3	0	4	-3	5	-4	-3	-2	3	6

Twelve compounds from above, ordered by heavy-atom count, smallest number first.
SMILES	PG9 binder	GC-A act	NPR2 activator	rCAG binder	HTRA1 inh	Rev-erbA mod	SMARCA2 act	ARFGAP1 inhibitor	mABHD4 FP	ASAP1 inh
O=C(Nc1cnccn1)c1cccnc1	-1.1	6	1	2	-1	2	3	3	-1	2
CC(Sc1ccccc1)C(=O)NN=C1CCCC1 (configuration not stated)	1.4	0	5	-1	-2	-1	0	-6	-6	-15
C=CCSc1cc(C)nc2c(-c3ccccc3)cnn12	2.2	-2	-10	4	-7	9	8	10	-3	7
CC/C(Cc1ccccc1)=N\NC(=O)c1cc(C)oc1C	-1.9	-8	-2	-3	0	1	3	-3	0	2
CC12CCC(C(=O)N3CCCc4ccccc43)(CC1=O)C2(C)C (configuration not stated)	1.5	1	-2	-9	-1	9	-2	0	0	10
CCOC(=O)CN1N=C(/C=C/c2ccc(C(C)C)cc2)CCC1=O	-1.1	2	-1	-11	-5	1	8	5	-6	-4
CSc1nc(N)nc2c1ncn2CC(=O)NCc1ccc2c(c1)OCO2	-0.1	1	5	2	3	-3	-3	5	0	2
NC(=O)C(Cc1ccccc1)NS(=O)(=O)c1ccc(N2CCCC2=O)cc1 (configuration not stated)	1.3	0	4	-3	5	-4	-3	-2	3	6
COc1ccc(Nc2nc3cc(-c4sccc4C)sc3c(=O)n2C)cc1OC	-0.6	-3	-10	12	.	-5	9.3*	11	-4	8
O=C(N/C(=C/c1cccc([N+](=O)[O-])c1)C(=O)N1CCOCC1)c1ccc(Br)cc1	1.8	-4	-1	-1	1	-2	-3	3	6	-2
COC(=O)C1CN(Cc2cn(CCC3OCCO3)nn2)CCS(=O)(=O)N1Cc1ccc(F)cc1 (configuration not stated)	.	3	10	0	.	0	-3	.	1	.
COc1cc(/C=N/NC(=O)c2sc3ccccc3c2Cl)ccc1OC(=O)c1ccc([N+](=O)[O-])cc1	0.3	0	-3	0	-11	3	0	1	1	-1

Screening results as filed in PubChem.
